TDP1 cell noCPT – qHTS for Inhibitors of human tyrosyl-DNA phosphodiesterase 1 (TDP1): qHTS in cells in absence of CPT. DT40 Tdp1-/- hTDP1 cells, no CPT, ATP luminescence, 48 h. Potency, µM (highest dose often 46.2 µM), for inactives: top-dose activity change, negative = growth inhibition, actives largely listed as inhibitors. actives 15% (n = 420,000). AID 686978, 2013; note: nearly all actives have a fitted effect of over 55% in size
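Cells were dispensed at 400 per well, compounds added by pin tool, plates incubated ≥48 hr at 37 °C, then CellTiter-Glo added for 30 min at room temperature before luminescence reading. Line: DT40 Tdp1-/- complemented with hTDP1; camptothecin omitted.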
TDP1 cell CPT – DT40-hTDP1 cell growth loss with CPT; actives 12% (n = 420,000); Potency, µM (titrated, usually from 46.2 µM), for inactives: at the highest dose activity change, negative = growth inhibition, usual class: inhibitors; chicken DT40 Tdp1-/-;hTDP1 cells + 20 nM CPT, ATP luminescence, 48 h; note: nearly all actives have a fitted effect of over 55% in size
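Cell growth measured by CellTiter-Glo luminescence after a minimum 48 h, 37 C compound exposure with 20 nM CPT in Tdp1-knockout DT40 cells stably expressing hTDP1, seeded 400/well; qHTS titration format.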
KAT2A inh – blocks human GCN5L2 histone acetyltransferase; Q92830; Potency, µM (doses to about 58.9 µM), for inactives: top-dose activity change, negative = inhibition, actives largely listed as inhibitors; GCN5L2 HAT assay, ThioGlo1 CoA-SH fluorescence; AID 504327; actives 0.21% (n = 390,000)
Target sequence (Q92830 whole entry, looked up): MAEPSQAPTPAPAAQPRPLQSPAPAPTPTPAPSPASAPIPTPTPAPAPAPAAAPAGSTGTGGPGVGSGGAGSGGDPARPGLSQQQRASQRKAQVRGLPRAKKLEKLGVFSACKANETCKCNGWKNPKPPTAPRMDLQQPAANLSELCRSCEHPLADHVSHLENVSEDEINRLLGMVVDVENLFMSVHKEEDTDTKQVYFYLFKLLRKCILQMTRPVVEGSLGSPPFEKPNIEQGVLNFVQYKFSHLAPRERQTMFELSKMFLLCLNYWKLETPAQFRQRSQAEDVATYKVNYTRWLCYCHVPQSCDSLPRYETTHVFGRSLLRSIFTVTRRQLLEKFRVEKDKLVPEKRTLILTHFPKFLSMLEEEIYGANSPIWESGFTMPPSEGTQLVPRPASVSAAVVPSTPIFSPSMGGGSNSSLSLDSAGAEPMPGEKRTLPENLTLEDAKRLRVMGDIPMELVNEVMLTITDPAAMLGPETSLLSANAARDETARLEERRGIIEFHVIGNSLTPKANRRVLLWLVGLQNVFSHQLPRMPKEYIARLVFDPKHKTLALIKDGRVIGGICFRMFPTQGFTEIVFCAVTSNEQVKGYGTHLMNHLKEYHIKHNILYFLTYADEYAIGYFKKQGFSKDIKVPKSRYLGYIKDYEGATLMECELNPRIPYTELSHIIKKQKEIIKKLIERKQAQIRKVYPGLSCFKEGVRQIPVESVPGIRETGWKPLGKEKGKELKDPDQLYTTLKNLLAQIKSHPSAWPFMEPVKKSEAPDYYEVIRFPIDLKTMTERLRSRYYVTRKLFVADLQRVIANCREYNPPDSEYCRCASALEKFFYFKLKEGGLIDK
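Compounds, pin-transferred from DMSO stocks, meet 20nM GCN5L2 for 15 min before the reaction begins with H3(1-25) peptide (75uM) and acetyl-CoA (70uM). Thiol-reactive ThioGlo1 reports CoA release over 20 min at room temperature.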
Numbers without * were called inactive; ? = inconclusive; · = not tested or not shown; [ ] = dose if it differs, or a comment. Calls come from the whole dose curve; as a rule, active = well fitted curve in the direction sought with a large enough effect; inconclusive = small, poorly fitted or top-dose-only effect, or another doubt; inactive = no such curve, though single readings can be large; an effect the other way counts as inactive or inconclusive. % is set by controls: 0 for no effect and ±100 for the full control effect; potency is the fitted concentration of half-maximal effect. Rows are unselected. Share with any hit: about 18%.

| # | structure | TDP1 cell noCPT | TDP1 cell CPT | KAT2A inh |
| --- | --- | --- | --- | --- |
| 1 | CCc1c(C)nc2cc(-c3ccc(OC)c(OC)c3)nn2c1NCC1CC1 | 16µM* | 13µM* | -17% |
| 2 | COc1ccc(Cl)cc1NC(=O)CSc1nnc(C)n2c1cc1occc12 | ? | ? | -8% |
| 3 | COC(=O)c1ccc2c(=O)n(CCCN3CCOCC3)c(=S)[nH]c2c1 | 1% | 1% | -7% |
| 4 | Cc1ccc(S(=O)(=O)N2CCN(C(=O)/C=C/c3ccco3)CC2)cc1 | -29% | -6% | 3% |
| 5 | COc1cccc(C2C=C(c3ccc(Br)s3)Nc3ncnn32)c1OC (stereo unspecified) | ? | ? | -23% |
| 6 | COc1ccc(/C=N/n2c(-c3cc(C)[nH]n3)n[nH]c2=S)cc1 | -1% | 12% | -5% |
| 7 | O=C1CC(N2CCC(c3nc4ccccc4s3)CC2)C(=O)N1 (stereo unspecified) | -6% | -7% | 0% |
| 8 | Cc1ccc(C(=O)NC(=S)NCC2CCCO2)cc1 (stereo unspecified) | ? | -24% | -7% |
| 9 | CC(=O)Nc1ccc(-c2csc(Nc3ccc(Cl)cn3)n2)cc1 | ? | ? | -5% |
| 10 | C#CCn1c(C2CC(=O)N(c3ccc(OC)cc3)C2)nc2ccccc21 (stereo unspecified) | -16% | -4% | -5% |
| 11 | CCOC(=O)C(Sc1nn(C)c(=S)s1)C(C)=O (stereo unspecified) | -4% | -4% | -9% |
| 12 | Cc1cccnc1NC(=O)c1ccc(Cl)c(S(=O)(=O)N2CCCC2)c1 | 21% | 11% | -9% |
| 13 | CCOC(=O)Cc1c(C)nc2cc(-c3ccc(C)cc3)[nH]n2c1=O | -26% | -4% | -6% |
| 14 | COc1ccc(-n2nc3c(N)n[nH]c3cc2=O)cc1 | -21% | -3% | -6% |
| 15 | COc1ccc(CC(=O)NC2CCCc3ccccc32)cc1 (stereo unspecified) | -20% | -4% | -8% |
| 16 | CCCSC1=NC2(CCN(C(=O)NC3CCCCC3)CC2)N=C1c1ccc(Cl)cc1 | 4% | 3% | 7% |
| 17 | CCOC(=O)C1(Cc2ccc(OC)cc2)CCN(C(=O)c2cccc3nccnc23)CC1 | -20% | -15% | -14% |
| 18 | COc1ccc(/C=C(/NC(=O)c2ccccc2)C(=O)NCc2ccco2)cc1 | 5% | -6% | -5% |
| 19 | Cc1ccn2cc(-c3cccc(NC(=O)CCC(=O)O)c3)nc2c1 | ? | ? | 0% |
| 20 | Cc1cccn2cc(COc3ccc(-c4ccccc4)cc3)nc12 | 12µM* | -20% | -12% |
| 21 | Cc1ccc(CCNS(=O)(=O)c2cc3c(cc2C)NC(=O)CO3)cc1 | -11% | -4% | ? |
| 22 | O=C(/C=C/[C@H]1O[C@@H](n2cnc3c(NC(=O)c4ccccc4)ncnc32)[C@H](O)[C@@H]1O)NCc1cccs1 | -13% | -28% | · |
| 23 | CCOC(=O)N1CCN(C(=O)CCN2C(=O)COc3ccccc32)CC1 | -21% | 1% | -1% |
| 24 | CCOc1ccc(NC(=O)CCn2cccn2)cc1 | -15% | -24% | -8% |
| 25 | Cc1ccc(NC(=O)CSc2nc(N)cc(=O)[nH]2)cc1S(=O)(=O)N1CCOCC1 | 0% | 3% | -3% |
| 26 | Cc1csc(CN(C)C(=O)c2sc3ncnc(NCC4CCCO4)c3c2C)n1 (stereo unspecified) | ? | ? | · |
| 27 | COc1ccccc1-c1noc(-c2cccs2)n1 | -21% | ? | -4% |
| 28 | Cc1cccc(C2c3[nH]c4ccccc4c3CCN2C(=O)c2nn(C)c(=O)c3ccccc23)n1 (stereo unspecified) | ? | ? | -11% |
| 29 | CN(Cc1cn(C)nc1-c1cccc(Cl)c1)Cc1nccn1C | ? | ? | -5% |
| 30 | NC(=S)N/N=C\c1ccc(-c2cccc(Cl)c2Cl)o1 | 4.6µM* | 5.2µM* | ? |
| 31 | Cn1c(=O)c2cc(NC(=O)Cc3ccccc3F)ccc2n1-c1ccc(C(C)(C)C)cc1 | 16µM* | 23µM* | · |
| 32 | COc1ccc(CC(=O)OCC(=O)c2ccc(OC)cc2)cc1 | -14% | 18% | -1% |
| 33 | COc1ccc(NC(=O)N(C)C[C@H]2Oc3ccc(NC(=O)Cn4cnnn4)cc3C(=O)N([C@H](C)CO)C[C@@H]2C)cc1 | 3% | 4% | -1% |
| 34 | CCOc1ccc(NC(=O)[C@@H]2CCCN2C(=O)c2cccs2)cc1S(=O)(=O)N1CCCCC1 | 7% | -2% | -1% |
| 35 | CC(=O)NCCNc1ccnc(-c2ccccc2C(F)(F)F)n1 | 19% | -4% | -3% |
| 36 | O=C(OCC(=O)N1CCN(C(=O)c2ccco2)CC1)c1cc(-c2ccco2)nc2ccccc12 | ? | ? | ? |
| 37 | COc1cc(NS(=O)(=O)c2ccc(NC(=O)CN3C(=O)c4ccccc4C3=O)cc2)nc(OC)n1 | -11% | 2% | 0% |
| 38 | Cc1ccc2c(nc3s/c(=C\c4ccc(-c5ccccc5C(=O)O)o4)c(=O)n32)c1C | ? | ? | -9% |
| 39 | Cc1c(CCOC(=O)C23CC4CC(CC(C)(C4)C2)C3)sc[n+]1Cc1ccccc1 | 2.9µM* | 4.1µM* | 2% |
| 40 | O=C(/C=C/c1ccc(-c2ccccc2[N+](=O)[O-])o1)c1ccc(Br)cc1 | 16µM* | ? | -4% |
| 41 | CC1(C(=O)Nc2ccc3c(c2)OCO3)Cc2c(-c3ccc4c(c3)OCO4)ccnc2O1 (stereo unspecified) | 2.3µM* | 1.8µM* | · |
| 42 | Cc1ccc(-c2nnc(Nc3ccc(Br)cc3)c3ccccc23)cc1S(=O)(=O)N1CCN(C)CC1 | 18µM* | 12µM* | -8% |
| 43 | CCCCC[C@H](C)N1C[C@H](COCc2ccccc2)Oc2cc(N3CC[C@H](O)C3)ccc2S1(=O)=O | ? | ? | · |
| 44 | CC(C)(C)OC(=O)Nc1ccc([C@H](NC(=O)OC(C)(C)C)C(=O)OC(C)(C)C)cc1 | -24% | -24% | -7% |
| 45 | CC(C)=CCC[C@H](C)C[C@@H]1CC2=C(C(=O)OC(C)(C)O2)[C@@H](c2ccc(F)cc2)O1 | 16µM* | ? | · |
| 46 | CC(C)N(Cc1ccccc1)C(=O)c1nc(-c2ccc(Cl)cc2)n2c1CCCCC2 | 18µM* | 9.2µM* | -15% |
| 47 | CCOC(=O)c1c(NC(=O)CSc2nnnn2-c2ccc(OC)cc2)sc(C)c1C | 4.1µM* | 6.5µM* | ? |
| 48 | O=C(NCCc1ccccn1)c1cncc(Br)c1 | -22% | 6% | 2% |
| 49 | C[C@H]1COc2cccc(N3CCC[C@@H]3CO)c2S(=O)(=O)N1 | -16% | 4% | · |
| 50 | CCCc1cc(N2CCCC2)n2nc(C)c(-c3ccccc3)c2n1 | ? | ? | -14% |
| 51 | CCN(CC)C(=O)COC(=O)c1ccc(O)cc1 | -5% | -21% | · |
| 52 | Clc1ccccc1CSc1nnc(-c2ccccn2)n1Cc1ccco1 | ? | ? | -8% |
| 53 | O=C(O)c1ccc(CNC(=O)c2ccc3c(c2)OCCO3)cc1 | 3% | 12% | -7% |
| 54 | COc1ccc([C@H]2CC(=O)c3c(O)cc(O)cc3O2)cc1O | ? | -1% | -5% |
| 55 | Nc1ccccc1SC(CC(=O)c1ccccc1)c1ccc([N+](=O)[O-])cc1 (stereo unspecified) | 16µM* | 15µM* | · |
| 56 | S=c1nn[nH]n1C12CC3CC(CC(C3)C1)C2 | -11% | -16% | -3% |
| 57 | CN(Cc1ccco1)c1cc(-c2ccccc2C(F)(F)F)ncn1 | -22% | -13% | -7% |
| 58 | Cc1cc(C)c(NC(=O)C[C@H](CC(=O)O)c2cccc3ccccc23)c(C(=O)N2CCC3(CCCC3)CC2)c1 | ? | ? | 0% |
| 59 | CCN(CC)C(=O)Cn1cc(S(=O)(=O)CC(=O)N2CC(C)OC(C)C2)c2ccccc21 (stereo unspecified) | 1% | -9% | · |
| 60 | NC(=O)C1CCN(Cc2nc(-c3ccccc3)no2)CC1 | 3% | 2% | -1% |

Ordered by SMILES length (lowest first): 6 of the compounds above
| # | structure | TDP1 cell noCPT | TDP1 cell CPT | KAT2A inh |
| --- | --- | --- | --- | --- |
| 51 | CCN(CC)C(=O)COC(=O)c1ccc(O)cc1 | -5% | -21% | · |
| 60 | NC(=O)C1CCN(Cc2nc(-c3ccccc3)no2)CC1 | 3% | 2% | -1% |
| 53 | O=C(O)c1ccc(CNC(=O)c2ccc3c(c2)OCCO3)cc1 | 3% | 12% | -7% |
| 55 | Nc1ccccc1SC(CC(=O)c1ccccc1)c1ccc([N+](=O)[O-])cc1 (stereo unspecified) | 16µM* | 15µM* | · |
| 46 | CC(C)N(Cc1ccccc1)C(=O)c1nc(-c2ccc(Cl)cc2)n2c1CCCCC2 | 18µM* | 9.2µM* | -15% |
| 58 | Cc1cc(C)c(NC(=O)C[C@H](CC(=O)O)c2cccc3ccccc23)c(C(=O)N2CCC3(CCCC3)CC2)c1 | ? | ? | 0% |

Remaining list, next part
| # | structure | TDP1 cell noCPT | TDP1 cell CPT | KAT2A inh |
| --- | --- | --- | --- | --- |
| 61 | O=C1N/C(=N/O)S/C1=C\c1ccccc1-n1cccn1 | ? | -18% | -18% |
| 62 | COC(=O)c1c(NC(=O)c2cc(=O)c3cc(C)cc(C)c3o2)sc2c1CCC2 | -3% | -5% | -4% |
| 63 | Cc1cccc(-c2n[nH]nc2C2=CC(=O)CC(C)(C)C2)c1 | ? | -9% | · |
| 64 | CCCCC(O)(c1ccc(OC)cc1)C(CN1CCOCC1)c1ccccc1 (stereo unspecified) | 23µM* | 18µM* | -1% |
| 65 | CCN(CC)CCCN=Cc1c(O)n(-c2c(C)cccc2C)c(=O)c2ccccc12 | ? | ? | -6% |
| 66 | O=C(Nc1nnc(SCc2c(Cl)cccc2Cl)s1)C1CC(=O)N(c2ccc3c(c2)OCCO3)C1 (stereo unspecified) | -2% | ? | 18% |
| 67 | CCn1c(SCC(=O)OC)nnc1-c1c[nH]c2ccccc12 | -13% | -2% | 34%[activator] |
| 68 | CCN(CC)S(=O)(=O)c1ccc(Nc2cc(C)nc3ncnn23)cc1 | ? | -23% | -14% |
| 69 | Nc1cccc2c3c(oc12)CCCC3 | 11% | 2% | -5% |
| 70 | CCOc1ccc(NS(=O)(=O)c2ccc3ncsc3c2)cc1 | ? | ? | -6% |
| 71 | O=C(N/N=C/c1cc2cc3c(cc2nc1Cl)OCO3)c1ccncc1 | -3% | 17% | 22% |
| 72 | Cc1ccccc1NC(=O)CSc1nc(-c2ccccc2)cc(=O)[nH]1 | 14% | -23% | 0% |
| 73 | N#Cc1ccc(CSc2nnc(NC(=O)c3ccc(=O)[nH]c3)s2)cc1 | -26% | -3% | -6% |
| 74 | CCOC(=O)c1c(NC(=O)CN2CCN(C(=O)C3CCCO3)CC2)sc(C)c1C (stereo unspecified) | ? | ? | -25% |
| 75 | Cc1ccc(N=C2CSC(=O)N2)cc1 | -11% | 16% | -5% |
| 76 | COc1ccc(CNC(=O)c2cnn(-c3ccc(C)cc3)c2C2CCN(C(=O)OC(C)(C)C)CC2)cc1 | 21µM* | 9.2µM* | -7% |

A second format for four compounds above:
66	O=C(Nc1nnc(SCc2c(Cl)cccc2Cl)s1)C1CC(=O)N(c2ccc3c(c2)OCCO3)C1 (stereo unspecified)
  TDP1 cell noCPT: -2%
  TDP1 cell CPT: ?
  KAT2A inh: 18%
71	O=C(N/N=C/c1cc2cc3c(cc2nc1Cl)OCO3)c1ccncc1
  TDP1 cell noCPT: -3%
  TDP1 cell CPT: 17%
  KAT2A inh: 22%
70	CCOc1ccc(NS(=O)(=O)c2ccc3ncsc3c2)cc1
  TDP1 cell noCPT: ?
  TDP1 cell CPT: ?
  KAT2A inh: -6%
69	Nc1cccc2c3c(oc12)CCCC3
  TDP1 cell noCPT: 11%
  TDP1 cell CPT: 2%
  KAT2A inh: -5%
